# High-throughput results: PubChem, National Center for Advancing Translational Sciences (NCATS)
# NPC1 prom act: activators of NPC1 promoter; Huh7 NPC1 promoter luciferase reporter, 24 h; Potency, µM (doses to about 9.22 µM), for inactives: top-dose activation, hits mostly activators; 320,000 tested, 2.4% active;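 also: potency is read from the fitted curve at half-maximal effect; % of control where 0% means no effect; nearly all actives have a fitted effect of over 60% in size; reporter is driven by a mutant NPC1 promoter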
#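 In 1536-well qHTS, Huh7 cells harboring an NPC1 promoter–luciferase construct received compound for 24 h; activation was quantified by luminescence following luciferase reagent addition.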
# PKM2 act: increases activity of human pyruvate kinase M2; P14618; purified PKM2, Kinase-Glo ATP luminescence, activation; response scale: 0% is enzyme alone, no compound; Potency, µM (doses to about 57.5 µM), without a hit: at the highest dose activation, usual class: activators; 260,000 tested, 0.34% active; also: potency is read from the fitted curve at half-maximal effect; % is scaled to controls: 0 for no effect and ±100 for the full control effect; nearly all actives have a fitted effect of over 55% in size
#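 hPK-M2, >95% pure; 0.1 mM ADP / 0.5 mM PEP final; imidazole pH7.2 buffer w/ 7 mM MgCl2, 50 mM KCl; 1 h RT; Kinase-Glo lum. Intermediate enzyme activity for dual inhibitor/activator qHTS.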
# Rab9 prom act: Rab9 promoter activation | AID 485297 | 320,000 tested, 2.8% active | Huh7 Rab9 promoter-luciferase reporter, luminescence, 24 h | Potency, µM (series often up to 9.22 µM), for the others: top-dose activation, negative = inhibition, actives largely listed as activators; also: potency is read from the fitted curve at half-maximal effect; % of control where 0% means no effect; nearly all actives have a fitted effect of over 60% in size
#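 Measured in stably transfected Huh7 cells bearing a Rab9 promoter–luciferase construct: 24 h compound treatment at 37 °C, followed by luminescence detection.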
# RORg inh: blocks mouse ROR gamma transcriptional activity; P51450; Drosophila S2 Gal4-RORgamma UAS-luciferase reporter, 20 h; Potency, µM (doses to about 53.6 µM), without a hit: at the highest dose activity change, negative = inhibition, actives largely listed as inhibitors; 310,000 tested, 5.4% active; also: potency is read from the fitted curve at half-maximal effect; % is scaled to controls: 0 for no effect and ±100 for the full control effect; nearly all actives have a fitted effect of over 60% in size
#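 ROR gamma transcriptional activity was tracked as Gal4-UAS luciferase output in stably transfected Drosophila Schneider cells, with compound added 1 hr before 700 uM copper sulfate induction and a 20 hr ambient-temperature incubation.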
# Mito fusion act: inhibitors of mitochondrial division or activators of mitochondrial fusion; 320,000 tested, 0.23% active; Potency, µM (titrated, usually from 46.1 µM), inactives show top-dose growth rescue (activation), most hits filed as activators; S. cerevisiae fusion-defective mutant growth rescue, CellTiterGlo 48 h; AID 485298;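 also: potency is read from the fitted curve at half-maximal effect; % of control where 0% means no effect; nearly all actives have a fitted effect of over 45% in size; temperature-sensitive fusion mutants such as fzo1-1 at 37 °C on non-fermentable ethanol glycerol medium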
#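 S. cerevisiae fusion-defective temperature-sensitive mutants (e.g. fzo1-1, mgm1-5) grown 48 h at 37C in YPEG (ethanol/glycerol non-fermentable) medium with 23 nl compound per well; growth rescue read as CellTiterGlo luminescence.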
# ELG1 repair inh: inhibitors of ELG1-dependent DNA repair in HEK293T cells | HEK293T ELG1-luciferase reporter, luminescence, 16 h; DNA damage induced by 5-fluorouridine | Potency, µM (highest dose often 46.1 µM), without a hit: at the highest dose activity change, negative = inhibition, usual class: inhibitors | 330,000 tested, 2.3% active; also: potency is read from the fitted curve at half-maximal effect; % is scaled to controls: 0 for no effect and ±100 for the full control effect; nearly all actives have a fitted effect of over 55% in size
#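 Quantitative HTS, concentration-response format. 2,000 cells/well co-treated with 5-fluorouridine and compound, 16 hr in 5% CO2 at 37 °C; ONE-Glo luminescence read after 30 min.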
# FLuc modulator: counter-screen for miR-21 project: firefly luciferase inhibitors or activators; P08659; Potency, µM (highest dose often 57.5 µM), for the others: at the top dose activity change, negative = inhibition, hits mostly inhibitors; AID 588342; purified FLuc, Km substrates, luminescence inhibition; 360,000 tested, 6.9% active;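 also: potency is read from the fitted curve at half-maximal effect; plate controls were vehicle for no effect and reference inhibitor for full effect; nearly all actives have a fitted effect of over 55% in size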
#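 Purified P. pyralis luciferase, 10 nM final, with Km-level 10 uM D-luciferin and 10 uM ATP in 50 mM Tris acetate pH 7.5, 10 mM Mg acetate, 0.01% Tween-20, 0.05% BSA; 6-point qHTS titration about 60 µM downward; luminescence read.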
# Menin-MLL TR inh: menin-MLL binding inhibition, Texas Red mutant peptide. 270,000 tested, 0.23% active. O00255. Potency, µM (titrated, usually from 61.6 µM), for the others: at the highest dose FP activity change, negative = inhibition, hits mostly inhibitors. AID 1768. Menin + Texas Red MLL mutant peptide, fluorescence polarization; active = well fitted inhibition curve with a large enough effect in the polarisation, with a control signal flat, not every such curve was filed as active; inconclusive = small, poorly fitted or top-dose-only effect, or effect the other way, or a change in a side signal; inactive = no such curve, though single readings can be large or run the other way; the % refers to the polarisation; also: potency is read from the fitted curve at half-maximal effect; % of control where 0% means no effect; many of its hits are not listed in these tables
# Target sequence (O00255 whole entry, looked up): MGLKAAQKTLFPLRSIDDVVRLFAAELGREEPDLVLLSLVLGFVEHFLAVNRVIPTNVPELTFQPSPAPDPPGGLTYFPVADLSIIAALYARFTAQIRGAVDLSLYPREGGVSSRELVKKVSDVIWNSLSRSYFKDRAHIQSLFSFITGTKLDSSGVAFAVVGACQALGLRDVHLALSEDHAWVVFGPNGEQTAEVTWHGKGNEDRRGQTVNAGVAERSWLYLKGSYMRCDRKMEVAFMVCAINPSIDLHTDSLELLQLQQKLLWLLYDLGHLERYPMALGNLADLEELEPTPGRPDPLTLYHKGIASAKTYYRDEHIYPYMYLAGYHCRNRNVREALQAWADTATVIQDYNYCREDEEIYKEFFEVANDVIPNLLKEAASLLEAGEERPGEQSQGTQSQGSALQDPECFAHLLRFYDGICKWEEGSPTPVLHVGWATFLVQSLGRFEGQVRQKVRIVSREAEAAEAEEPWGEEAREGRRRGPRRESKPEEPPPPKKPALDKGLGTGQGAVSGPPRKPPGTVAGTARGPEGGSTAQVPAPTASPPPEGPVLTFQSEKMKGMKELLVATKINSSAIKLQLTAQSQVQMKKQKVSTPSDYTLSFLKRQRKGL
# MBNL1-CUG inh: blocks human MBNL1 binding to CUG repeat RNA. Q9NR56. TR-FRET MBNL1-His/biotin-(CUG)12 binding, 665/545 ratio. Potency, µM (titrated, usually from 57.5 µM), for the others: at the highest dose activity change, negative = inhibition, usual class: inhibitors. 280,000 tested, 0.036% active; active = well fitted inhibition curve with a large enough effect in the signal ratio, with a control signal flat, not every such curve was filed as active; inconclusive = small, poorly fitted or top-dose-only effect, or effect the other way, or a change in a side signal; inactive = no such curve, though single readings can be large or run the other way; the % refers to the signal ratio; also: potency is read from the fitted curve at half-maximal effect; % is scaled to controls: 0 for no effect and ±100 for the full control effect
# Target sequence (Q9NR56 whole entry, looked up): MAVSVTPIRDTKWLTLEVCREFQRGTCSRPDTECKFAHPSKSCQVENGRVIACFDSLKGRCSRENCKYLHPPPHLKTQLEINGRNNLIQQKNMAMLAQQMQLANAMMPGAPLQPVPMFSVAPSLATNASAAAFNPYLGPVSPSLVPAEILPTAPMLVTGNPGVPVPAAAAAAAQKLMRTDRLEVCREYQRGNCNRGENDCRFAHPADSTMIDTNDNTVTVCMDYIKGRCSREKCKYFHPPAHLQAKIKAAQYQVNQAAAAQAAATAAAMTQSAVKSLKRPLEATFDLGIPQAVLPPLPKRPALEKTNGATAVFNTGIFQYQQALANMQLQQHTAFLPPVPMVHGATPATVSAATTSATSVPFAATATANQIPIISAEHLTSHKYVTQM
#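 TR-FRET between His-tagged MBNL1 and biotin-(CUG)12 RNA, detected with Tb anti-His antibody (0.055 ng/ul) and streptavidin-XL665 (5 nM), 60 min at room temperature. Compounds titrated 92 nM to 58 uM; 665/545 nm ratio normalized to buffer and complex controls.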
# VP16 counter: Gal4-VP16 reporter inhibition counter-screen; AID 2546; Potency, µM (series often up to 53.6 µM), for the others: top-dose activity, negative = inhibition, usual class: inhibitors; Drosophila S2 Gal4-VP16 UAS-luciferase, luminescence, 20 h; 310,000 tested, 3.5% active;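 also: Gal4-VP16 expression switched on by copper sulfate through the metallothionein promoter; potency is read from the fitted curve at half-maximal effect; % is scaled to controls: 0 for no effect and ±100 for the full control effect; nearly all actives have a fitted effect of over 50% in size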
# KCNH2 3.1 block: blocks the human KCNH2 3.1 channel isoform; U2OS KCNH2 3.1, thallium flux FluxOr; active compounds read low; activity change, % (tested at about 1.8 µM); 340,000 tested, 0.95% active; AID 720553;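 active = maximum activity change below -70%; inconclusive = maximum activity change from -70% to -50%; inactive = maximum activity change above -50%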;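 also: thallium influx rate constant from kinetic fluorescence after stimulation buffer; % is scaled to controls: 0 for no effect and ±100 for the full control effect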
#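 U2OS cells transduced with KCNH2 3.1 mutant virus (1.77 x 10^8 /mL, 4 h), plated overnight at 37 C, loaded 45 min with FluxOr dye plus Red40 quencher. Thallium flux rate constant from kinetic reads after stimulation buffer, normalised to controls.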
# Active calls of the source: *; ? = inconclusive; / = no result given; & = joins results of further samples; [ ] = remark or other dose. Unless noted, calls follow the shape of the dose curve; as a rule, active = well fitted curve in the direction sought with a large enough effect; inconclusive = small, poorly fitted or top-dose-only effect, or another doubt; inactive = no such curve, though single readings can be large; an effect the other way counts as inactive or inconclusive.
compound	NPC1 prom act	PKM2 act	Rab9 prom act	RORg inh	Mito fusion act	ELG1 repair inh	FLuc modulator	Menin-MLL TR inh	MBNL1-CUG inh	VP16 counter	KCNH2 3.1 block
CCC(Sc1nc(=O)cc(N)n1-c1ccccc1)C(=O)Nc1cc(C)on1 (stereo not given)	-3%	1%	0%	-6%	-3%	3%	6%	-3%	2%	-2%	5
Clc1ccc(-c2nnc(C3CC3)o2)cc1	-2%	-1%	5%	17%	4%	?	?	/	-3%	-7%	3
COc1cc(/C=C/C(=O)OCC(=O)NCC2CCCO2)ccc1OCC#N (stereo not given)	-2%	5%	-4%	-9%	-5%	-2%	-2%	-8%	35%[activator]	-9%	6
O=C(CC(Nc1ccc(F)cc1)C(=O)OCC(=O)c1cccs1)c1ccccc1 (stereo not given)	?	?	4.5µM*	-29%	2%	?	?	-2%	?	?	-16
Clc1ccc(NNc2ccnc3cc(Cl)ccc23)cc1	-2%	2%	-9%	-30%	-4%	3%	-5%	6%	0%	-1%	0
Cc1ccc(CNS(=O)(=O)c2c(C)nc3scc(C)n3c2=O)cc1	-5%	/	0%	-8%	1%	?	-4%&0%	/	-1%	4%	-3
Cc1ccc(C(=O)/C=C/NNC(=O)c2ccccc2O)cc1	10%	0%	7%	?	-19%	13%	27µM*	?	4%	?	-8
O=c1c(-c2ccc([N+](=O)[O-])cc2)coc2c(O)c(O)ccc12	-9%	-2%	-17%	12%	?	?	?	/	?	2%	-41
CC(=O)Nc1ccc(NC(=O)c2cc(C3CC3)nc3c2cnn3C(C)C)cc1	0%	/	0%	/	20%	2%	-1%	/	/	/	-4
Cc1cc(C)n(Cc2ccccc2Cl)n1	1%	0%	6%	-28%	-7%	14%	-1%	-9%	4%	4%	-11
CCOC(=O)c1nn(-c2cccc(OC)c2)c2nc(Nc3ccccc3)cc(=O)n12	-1%	-1%	-1%	114%	0%	?	3%	7%	6%[11.5 µM]	?	1
N[C@@H](CCC(=O)N[C@@H](CSN=O)C(=O)NCC(=O)O)C(=O)O	0%	/	-4%	/	-1%	7%	1%	/	/	/	5
O=C(CN1CCOc2ccccc21)NCc1ccco1	-3%	7%	-1%	-37%	-4%	2%	5%	1%[11.7 µM]	-19%	3%	-8
O=C(c1ccc(OCC2CCCO2)cc1)N1CCc2ccccc2C1 (stereo not given)	0%	-2%	1%	34%	1%	?	?	-17%	4%	-6%	-9
CC(C)n1c(SCC(=O)Nc2ccccc2N2CCCCC2)nc2c1c(=O)n(C)c(=O)n2C	-2%	-1%	-2%	-1%	7%	?	4%	?	8%	-1%	6
Cc1ccc(/C=C2/N=C(c3ccccc3)NNC2=O)cc1	-5%	4%	0%	-18%	-5%	?	4%	/	-8%	9%	-31
CCC(=O)Nc1cc(C(=O)OCC(=O)c2ccccc2)ccc1C	?	-2%	?	-23%	5%	?	12µM*	9%	0%[11.5 µM]	-4%	1
O=C(c1ccc2noc(-c3ccccc3)c2c1)N1CCN(c2ccccc2)CC1	-1%	/	-1%	/	7%	-25%	1%	/	/	/	-6
O=C1C=CCCC1	-4%	/	-12%	4%	-11%	5%	10%	/	/	1%	5
COc1cc2cc(CN(C(=O)Nc3ccccc3)C3CCCC3)c(=O)[nH]c2cc1OC	-4%	-3%	-2%	4%	5%	?	5%	6%	-3%	6%	-2
CCOc1ccc(NC(=O)N2CC=C(n3c(=O)[nH]c4ccccc43)CC2)cc1	0%	10%	5%	20%	-3%	?	-19%	-10%	-1%	-1%	/
CCCC(CCC)=NNc1ccc(S(=O)(=O)Nc2ccccc2OC)cc1[N+](=O)[O-]	1%	-5%	0%	?	0%	3%	4%	-1%	-14%	-30%	8
CCOc1ccc2nc(SC3CC(=O)N(c4ccccc4)C3=O)sc2c1 (stereo not given)	4%	-4%	?	10µM*	-8%	?	-13%	10%	4%	13µM*	-4
CCOc1nc(C)ccc1-c1noc(-c2ccncc2)n1	11%	0%	-1%	42%	6%	?	-12%	-2%	16%	24%	2
COc1cccc(C(C(=O)NC2CCCC2)N(C(=O)c2ccco2)c2ccccc2)c1OC (stereo not given)	2%	0%	0%	-24%	4%	-9%	-1%	-16%	0%	-6%	10
COc1ccc(CCNC(=O)c2ccc(Br)cc2)cc1	0%	/	-2%	5%	-10%	13%	?	28%	-4%	7%	-1
O=C(NNc1ccccn1)C(=O)NNS(=O)(=O)c1ccc(Cl)cc1	1%	-1%	-2%	?	6%	-2%	1%	/	4%	-8%	-8
CC(=O)Nc1ccc(NC(=O)Cn2cnc3c(nnn3Cc3ccc(F)cc3)c2=O)cc1	-7%	-1%	-2%	-10%	-2%	6%	1%	14%	2%	-6%	13
OC(CNCc1cccc(Cl)c1)c1ccccc1 (stereo not given)	-3%	-2%	0%	3%	8%	-2%	0%	0%	-2%	6%	5
O=C(/C=C/c1cccs1)N1CCC2(CC1)Oc1ccc(F)cc1C(=O)C21CC(c2ccccc2)=NO1 (stereo not given)	1%	-13%	-4%	-8%	19%	?	0%	/	-1%	-6%	-19
CCOC(=O)CCc1c(C)n[nH]c1C	-3%	3%	-3%	-5%	6%	-7%	6%	3%	-4%	-2%	/
COc1cc(/C=N/n2cnn(Cc3ccccc3Cl)c2=S)cc(OC)c1OC	-5%	3%	-7%	42%	7%	23µM*	-3%	-4%	4%	?	1
Cc1cc(NC(=O)CSc2ccc3c(c2)OCCO3)no1	-7%	0%	-11%	-2%	-6%	7%	-12%	4%	-5%	2%	7
CC(=O)C1=C(C)NC(SCC(=O)c2ccc(F)cc2)=C(C#N)C1c1ccco1 (stereo not given)	-1%	1%	8%	17%	12%	?	2%	16%	?	4%	5
C=C(C)C1Cc2c(C)nn(-c3ccccn3)c2C1 (stereo not given)	0%	1%	-4%	13µM*	-2%	-20%	-6%	4%	3%	?	-1
O=C(Nc1cccnc1)c1cccc(S(=O)(=O)N2CCOCC2)c1	-2%	0%	-5%	-17%	4%	-5%	-1%	-12%	8%	3%	-9
CC(C)C(=O)NNC(=O)c1csc(-c2cccs2)n1	7%	-12%	-1%	29%	-7%	8%	-3%	/	?	-2%	14
CCCCC(CC)CNC(=O)CCCCn1c(=O)[nH]c2ccsc2c1=O (stereo not given)	-7%	-2%	-2%	-18%	-1%	1%	-14%&3%	-8%	/	1%	1
COCC(C)NC(=O)CSc1nc(-c2ccccc2)c(-c2ccccc2)o1 (stereo not given)	-3%	-7%	1%	27%	10%	?	1%	-1%	8%	13%	5
CCOC(=O)/C=C1\SCC(=O)N1CC(=O)NC(C)C	2%	0%	-2%	-5%	0%	-4%	0%	-14%	0%	-2%	5
Cc1ccc(NC(=O)CNc2ccc(N3CCOCC3)cc2)cc1S(=O)(=O)N(C)C	-2%	1%	-9%	23%	-6%	?	-3%	0%	-1%	-10%	-19
Cc1cccc(NC(=S)N2CCN(Cc3ccccc3)CC2)c1C	-3%	-22%	1%	8.9µM*	1%	-11%	0%	-5%	-5%	?	12
FC(F)(F)c1cnc(-c2cnc(-c3ccncc3)nc2)c(Cl)c1	?	/	3.2µM*	-7%	2%	?	?	1%	-7%	-9%	-13
Nc1nncn1C(=O)CCCOc1ccccc1	-6%	2%	-5%	-12%	3%	-1%	1%	14%	-1%	1%	-2
COc1ccc(/C=N/NC(=O)c2cc3c(ccc4ccccc43)o2)c(OC)c1	1%	-9%	0%	/	-4%	?	?	-13%	42%[activator]	/	-15
Cc1occc1-c1nnc(SCCNCCO)o1	-3%	-3%	2%	-29%	-3%	-2%	0%	3%	/	1%	-36
Cc1ccc(CNC(=O)/C=C/c2ccccc2Cl)cc1	-7%	3%	1%	-17%	-1%	?	-14%	-98%	-1%	-3%	15
O=C(O)c1c2c(nc3ccccc13)/C(=C/c1ccc(O)cc1)CC2	?	0%	?	7.9µM*	2%	?	0.54µM*	-10%	/	13µM*	-5
NC(=O)Cc1ccc(C(=O)c2ccccc2F)s1	0%	-11%	6%	0%	1%	29%	-1%	2%	19%	-8%	4

# Some of the compounds tested; the hit share may differ from the screen's.
